Yeast superoxide: caloric restriction mimetics inhibiting age-related superoxide in yeast | S. cerevisiae aged cells, superoxide DHE fluorescence; active compounds read low | superoxide response (% of plate mean), % at 10 µM | 0.18% of 330,000 active | AID 2690;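 active = superoxide response under a set limit, about three screen SD below normal, cut at about 65% in these data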;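 also: yeast aged for seven days with compound at 30 °C before DHE staining; 100% = average MFI of all compound-treated wells on the plate with controls excluded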
ZTA DNA inh: counter-screen for EBNA-1 inhibitors: inhibitors of Epstein-Barr virus ZTA. AID 2234. ZTA-DNA binding, fluorescence polarization. 0.15% of 320,000 active. P03206. inhibition, % at 11 µM; in the data active = inhibition above about 33%
Efflux pump inh: inhibitors of Candida antifungal efflux pumps expressed in yeast; S. cerevisiae Candida pump triplex, Nile Red efflux; inhibition, % at 10 µM; 0.44% of 330,000 active;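 active = plate passing quality check with inhibition over a set limit, or well fluorescence over plate mean plus 4 SD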;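 also: Nile Red retained in pooled yeast measured as flow cytometry median fluorescence; 0% = buffer negative control and 100% = Enniatin B positive control; higher means more Nile Red kept so more efflux inhibition; some compounds called inactive have numbers as strong as hits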
GLD-1 RNA inh: GLD-1-TGE RNA interaction inhibition (C. elegans) | Q17339 | purified GLD-1 + fluorescein TGE RNA, fluorescence polarization | inhibition, % at 5.96 µM | 0.44% of 320,000 active | AID 2280;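 active = percent inhibition above a per-plate cutoff, the plate mean of test compounds plus 3 SD, cut at about 30% in these data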;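 also: 0% = DMSO wells with GLD-1 and probe and 100% = wells lacking GLD-1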
Target sequence (Q17339 whole entry, looked up): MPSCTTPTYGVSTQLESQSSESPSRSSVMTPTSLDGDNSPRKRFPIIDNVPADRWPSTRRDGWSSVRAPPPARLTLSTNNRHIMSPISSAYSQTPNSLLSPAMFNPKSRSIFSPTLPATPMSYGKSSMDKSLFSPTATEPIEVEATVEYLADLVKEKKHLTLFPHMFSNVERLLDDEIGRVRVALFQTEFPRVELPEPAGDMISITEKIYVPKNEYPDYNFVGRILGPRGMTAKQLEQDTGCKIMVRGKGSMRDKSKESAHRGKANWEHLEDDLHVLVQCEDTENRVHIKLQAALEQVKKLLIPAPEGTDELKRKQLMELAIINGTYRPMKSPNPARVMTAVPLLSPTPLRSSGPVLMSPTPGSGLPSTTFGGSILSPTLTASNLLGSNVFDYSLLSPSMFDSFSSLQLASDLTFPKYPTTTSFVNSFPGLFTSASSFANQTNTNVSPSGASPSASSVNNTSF
BCLXL inh: blocks human Bcl-xL binding to Bim BH3 peptide. GST-Bcl-xL / FITC-Bim BH3 peptide fluorescence polarization. inhibition, % at 10.9 µM. Q07817. 0.7% of 320,000 active;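 active = inhibition above the mean of all tested compounds plus 3 SD, cutoff set per campaign, cut at about 30% in these data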;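 also: 0% = DMSO wells and 100% = unlabeled Bim-BH3 peptide competitor; inhibitors lower millipolarization by displacing the labeled peptide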
MEX-5 binding: C. elegans MEX-5 TCR-2 RNA binding activity. AID 1832. activity score (negative = inhibition of binding), % at 10 µM. 0.38% of 300,000 active. MEX-5/FITC-TCR2 RNA binding, fluorescence polarization; active compounds read low;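 active = inhibition past about -25% in most replicates, and total fluorescence under double the plate's negative control median, limit read from the data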;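 also: 0% = DMSO and -100% = 5 µM competing unlabeled TCR2 RNA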
Target sequence (Q9XUB2 whole entry, looked up): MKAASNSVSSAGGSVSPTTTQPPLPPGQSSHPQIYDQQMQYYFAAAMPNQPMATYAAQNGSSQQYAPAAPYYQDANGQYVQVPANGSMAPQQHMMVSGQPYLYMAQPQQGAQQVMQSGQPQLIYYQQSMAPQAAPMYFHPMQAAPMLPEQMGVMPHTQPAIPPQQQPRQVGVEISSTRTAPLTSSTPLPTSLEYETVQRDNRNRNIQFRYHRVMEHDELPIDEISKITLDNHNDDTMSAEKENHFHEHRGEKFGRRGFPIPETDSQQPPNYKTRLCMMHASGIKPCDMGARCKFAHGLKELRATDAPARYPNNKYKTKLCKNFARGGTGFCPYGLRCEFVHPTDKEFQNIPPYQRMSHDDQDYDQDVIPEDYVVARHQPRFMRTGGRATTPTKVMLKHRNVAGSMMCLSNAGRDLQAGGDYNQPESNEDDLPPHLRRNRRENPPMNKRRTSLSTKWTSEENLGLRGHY
MCL1 BIM primary: disrupts human MCL1 binding to BIM-BH3 peptide | 0.68% of 320,000 active | GST-MCL1 / FITC-Bim-BH3 fluorescence polarization | inhibition, % at 10.9 µM | AID 2057 | Q07820;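 active = inhibition above the mean inhibition of all tested compounds plus 3 SD, set per campaign, cut at about 40% in these data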;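 also: 0% = DMSO wells and 100% = unlabeled Bim-BH3 peptide control; higher means more loss of mP so more displacement of Bim peptide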
Fam108B inh: counter-screen for RBBP9 inhibitors: inhibitors of mouse Fam108B. inhibition, % at 9.51 µM. recombinant Fam108B, FP-Rh probe fluorescence polarization. 0.33% of 300,000 active;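 active = inhibition above the screen mean inhibition plus 3 SD, computed separately per campaign, cut at about 18% in these data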;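 also: inhibitors lower polarization as less probe binds the enzyme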
EBNA-1 inhibitor: blocks EBNA-1 binding to DNA. EBNA-1 DNA binding, fluorescence polarization. inhibition, % at 14.8 µM. 0.34% of 300,000 active. AID 1950; in the data active = inhibition above about 28%
The depositor's hits bear a star.

CCOC(=O)C1(Cc2ccccc2C)CCCN(C(=O)c2cc(C3CC3)[nH]n2)C1 (stereo not drawn) was read as Yeast superoxide 113, ZTA DNA inh -4, Efflux pump inh -0.2, GLD-1 RNA inh -2, BCLXL inh 13, MEX-5 binding 0.2, MCL1 BIM primary 4, Fam108B inh 5 and EBNA-1 inhibitor -1.
CN1C(C(=O)NCC2CC2)CC2Cn3c(nc4cc(Cl)c(Cl)cc43)C21 (stereo not drawn) was read as Yeast superoxide 95, ZTA DNA inh 0, Efflux pump inh -0.1, GLD-1 RNA inh -2, BCLXL inh 4, MEX-5 binding 2.3, MCL1 BIM primary 9, Fam108B inh 0 and EBNA-1 inhibitor -2.
For Cc1nc(NC(=S)NC(=O)c2ccccc2)sc1C the results were Yeast superoxide 90, ZTA DNA inh 2, Efflux pump inh -0.1, GLD-1 RNA inh 3, BCLXL inh 1, MEX-5 binding 0.6, MCL1 BIM primary 3, Fam108B inh -1 and EBNA-1 inhibitor -1.
For CC(NC(=O)COC(=O)/C=C/c1ccc2c(c1)OCO2)c1ccccc1 (stereo not drawn) the results were Yeast superoxide 113, ZTA DNA inh -26, Efflux pump inh -0.5, GLD-1 RNA inh -2, BCLXL inh -13 and MCL1 BIM primary -23.
Screening Cc1c(Nc2ccc3nonc3c2[N+](=O)[O-])c(=O)n(-c2ccccc2)n1C returned Yeast superoxide 116, ZTA DNA inh -17, Efflux pump inh 0.0, GLD-1 RNA inh 4, BCLXL inh 9, MEX-5 binding -2.0, MCL1 BIM primary 6, Fam108B inh -2 and EBNA-1 inhibitor -5.
`CC(C(=O)NCCC1=CCCCC1)c1ccc([N+](=O)[O-])cc1` (stereo not drawn) gave Yeast superoxide 81, ZTA DNA inh -2, Efflux pump inh 0.2, GLD-1 RNA inh 8, BCLXL inh 6, MEX-5 binding 0.6, MCL1 BIM primary 4, Fam108B inh 1 and EBNA-1 inhibitor 9.
Screening CCOC(=O)C(C)Oc1cccc2c(=O)n(CC(=O)N3CCN(C(=O)OCC)CC3)ccc12 (stereo not drawn) returned Yeast superoxide 77, ZTA DNA inh 12, Efflux pump inh -0.1, GLD-1 RNA inh 4, BCLXL inh 6, MEX-5 binding 0.9, MCL1 BIM primary 2, Fam108B inh -1 and EBNA-1 inhibitor 2.
Screening Cc1cc(NC(=O)CCC(=O)N(CC(=O)NC2CCCC2)Cc2cccs2)no1 returned Yeast superoxide 108, ZTA DNA inh -14, Efflux pump inh 0.0, GLD-1 RNA inh -1, BCLXL inh 3, MEX-5 binding 1.5, MCL1 BIM primary 20, Fam108B inh 1 and EBNA-1 inhibitor -3.
Screening CCN(CC)CC#CCOC(c1ccccc1)c1ccccc1 returned Yeast superoxide 100, ZTA DNA inh 4, Efflux pump inh -0.1, GLD-1 RNA inh 2, BCLXL inh 3, MEX-5 binding 0.7, MCL1 BIM primary -3, Fam108B inh 5 and EBNA-1 inhibitor -12.
`COc1ccc(CCNC(=O)CSCc2c(F)cccc2Cl)cc1OC` gave Yeast superoxide 93, ZTA DNA inh 4, Efflux pump inh 0.0, GLD-1 RNA inh 3, BCLXL inh 2, MEX-5 binding 2.0, MCL1 BIM primary 1, Fam108B inh 4 and EBNA-1 inhibitor -8.
Screening CC(C)c1ccc(N(CC(=O)NCc2ccco2)C(=O)CCC(=O)Nc2nccs2)cc1 returned Yeast superoxide 96, ZTA DNA inh -10, Efflux pump inh 0.1, GLD-1 RNA inh -7, BCLXL inh -3, MEX-5 binding 0.3, MCL1 BIM primary -4, Fam108B inh -4 and EBNA-1 inhibitor 0.
O=C(C1CCN(S(=O)(=O)c2cc(Cl)ccc2Cl)CC1)N1CCOCC1 was read as Yeast superoxide 110, ZTA DNA inh -6, Efflux pump inh 0.4, GLD-1 RNA inh 3, BCLXL inh 6, MEX-5 binding 4.2, MCL1 BIM primary 8, Fam108B inh 0 and EBNA-1 inhibitor -8.
For CCOc1ccccc1C(=O)NC1CC2CCCC(C1)N2Cc1ccccc1 (stereo not drawn) the results were Yeast superoxide 101, ZTA DNA inh 13, Efflux pump inh 0.1, GLD-1 RNA inh 5, BCLXL inh 4, MEX-5 binding -2.4, MCL1 BIM primary -1, Fam108B inh 5 and EBNA-1 inhibitor -3.
Screening CCOC(=O)C1(CCCc2ccccc2)CCN(Cc2nccn2CC)CC1 returned Yeast superoxide 78, ZTA DNA inh -1, Efflux pump inh 1.6, GLD-1 RNA inh 1, BCLXL inh 1, MEX-5 binding 0.7, MCL1 BIM primary 10, Fam108B inh -3 and EBNA-1 inhibitor -17.
For CCOC(=O)Cc1csc(NC(=O)CN2CCOCC2)n1 the results were Yeast superoxide 101, ZTA DNA inh -4, Efflux pump inh 0.0, GLD-1 RNA inh -2, BCLXL inh 6, MEX-5 binding 0.4, MCL1 BIM primary 6, Fam108B inh -3 and EBNA-1 inhibitor -7.
O=C(O)CCCCCNS(=O)(=O)/C=C/c1ccccc1 was read as Yeast superoxide 101, ZTA DNA inh 5, Efflux pump inh 0.0, GLD-1 RNA inh 0, BCLXL inh -1, MEX-5 binding -1.4, MCL1 BIM primary 1, Fam108B inh -1 and EBNA-1 inhibitor 2.
Screening CC(Sc1ccc(S(=O)(=O)N2CCCC2)cn1)C(N)=O (stereo not drawn) returned Yeast superoxide 92, ZTA DNA inh 17, Efflux pump inh 0.1, GLD-1 RNA inh 3, BCLXL inh 6 and MCL1 BIM primary 3.
For Clc1ccc(N/N=C/c2cccnc2)cc1 the results were Yeast superoxide 161, ZTA DNA inh -12, Efflux pump inh 0.0, GLD-1 RNA inh 4, BCLXL inh 9, MEX-5 binding -0.7, MCL1 BIM primary -2, Fam108B inh 10 and EBNA-1 inhibitor -1.
CCCNC(=O)C(Cc1ccc(C(F)(F)F)cc1)NC(=O)c1ccc(C#N)cc1 (stereo not drawn) was read as Yeast superoxide 97, ZTA DNA inh -12, Efflux pump inh 0.3, GLD-1 RNA inh 0, BCLXL inh 5 and MCL1 BIM primary 6.
`COC(=O)CC(c1ccc(F)cc1)n1c(C)ccc1C` (stereo not drawn) gave Yeast superoxide 105, ZTA DNA inh 12, Efflux pump inh 0.2, GLD-1 RNA inh 0, BCLXL inh 5, MEX-5 binding 0.3, MCL1 BIM primary -1, Fam108B inh -2 and EBNA-1 inhibitor -7.
CCC1(C)Cc2ccccc2-c2nc(NCCCO)[nH]c(=O)c21 (stereo not drawn) was read as Yeast superoxide 101, ZTA DNA inh -17, Efflux pump inh -0.2, GLD-1 RNA inh -10, BCLXL inh 1, MEX-5 binding -1.0, MCL1 BIM primary 1, Fam108B inh -2 and EBNA-1 inhibitor -16.
For Cc1nc(-c2cccc(NC(=O)c3cc4cc(Br)ccc4oc3=O)c2)cs1 the results were Yeast superoxide 109, ZTA DNA inh 1, Efflux pump inh 0.0, GLD-1 RNA inh 1, BCLXL inh 6, MEX-5 binding 1.3, MCL1 BIM primary 2, Fam108B inh -3 and EBNA-1 inhibitor 6.
O=C(N/C=C/c1ccco1)Nc1cccc(Cl)c1 was read as Yeast superoxide 94, ZTA DNA inh 17, Efflux pump inh 0.0, GLD-1 RNA inh -11, BCLXL inh -16, MEX-5 binding 4.7, MCL1 BIM primary -16, Fam108B inh 0 and EBNA-1 inhibitor -5.
Screening CCC(C)[C@H](NC(=O)NCc1ccco1)C(=O)OC (stereo partly drawn) returned Yeast superoxide 103, ZTA DNA inh 19, Efflux pump inh 0.0, GLD-1 RNA inh 6, BCLXL inh 6, MCL1 BIM primary 5, Fam108B inh -5 and EBNA-1 inhibitor 10.
`C[C@H](N)C(=O)N1CCC(C(=O)N[C@@H](Cc2ccccc2)C(=O)Nc2ccc(F)cc2)CC1` gave Yeast superoxide 107, ZTA DNA inh 7, Efflux pump inh 0.3, GLD-1 RNA inh 2, BCLXL inh -5, MEX-5 binding -0.4, MCL1 BIM primary -7, Fam108B inh 1 and EBNA-1 inhibitor -12.
For CNC(=O)N(O)C1N(/N=C/c2cccs2)C(=S)SC1(C)C (stereo not drawn) the results were Yeast superoxide 85, ZTA DNA inh -6, Efflux pump inh 0.0, GLD-1 RNA inh 2, BCLXL inh -1, MEX-5 binding 0.5, MCL1 BIM primary -5, Fam108B inh 1 and EBNA-1 inhibitor -2.
Screening CCc1cc2ccccc2nc1Cl returned Yeast superoxide 107, ZTA DNA inh -8, Efflux pump inh -0.1, GLD-1 RNA inh 11, BCLXL inh -2, MEX-5 binding -2.7, MCL1 BIM primary -6, Fam108B inh 0 and EBNA-1 inhibitor -14.
For CCOC(=O)c1c(NC(=O)CC2Nc3ccccc3NC2=O)sc(C)c1C (stereo not drawn) the results were Yeast superoxide 113, ZTA DNA inh 0, Efflux pump inh 0.0, GLD-1 RNA inh -6, BCLXL inh 1, MEX-5 binding -35*, MCL1 BIM primary -10, Fam108B inh -1 and EBNA-1 inhibitor 9.
For O=C(O)c1ccccc1CSC1=NCCS1 the results were Yeast superoxide 85, ZTA DNA inh -2, Efflux pump inh -0.3, GLD-1 RNA inh 3, BCLXL inh 11, MEX-5 binding 0.5, MCL1 BIM primary 11, Fam108B inh 2 and EBNA-1 inhibitor 6.
O=P(COCCOCP(=O)(c1ccccc1)c1ccccc1)(c1ccccc1)c1ccccc1 was read as Yeast superoxide 101, ZTA DNA inh 10, Efflux pump inh 0.1, GLD-1 RNA inh 3, BCLXL inh 3, MEX-5 binding -1.5, MCL1 BIM primary 1, Fam108B inh 0 and EBNA-1 inhibitor 6.
For COC(=O)c1sccc1NC(=O)Nc1cccc(OC)c1 the results were Yeast superoxide 98, ZTA DNA inh -5, Efflux pump inh 0.2, GLD-1 RNA inh 0, BCLXL inh 3, MEX-5 binding -0.7, MCL1 BIM primary 9, Fam108B inh 2 and EBNA-1 inhibitor 2.
For COc1cccc(CN2CCC(Oc3ccc(C(=O)NCc4ccccn4)cc3)CC2)c1 the results were Yeast superoxide 93, ZTA DNA inh 4, Efflux pump inh -0.1, GLD-1 RNA inh -3, BCLXL inh 5, MEX-5 binding -4.7, MCL1 BIM primary 3, Fam108B inh -2 and EBNA-1 inhibitor -10.
For CC(NC(=O)c1ccccc1)c1nc2ccccc2n1Cc1ccccc1F (stereo not drawn) the results were Yeast superoxide 103, ZTA DNA inh 6, Efflux pump inh 0.0, GLD-1 RNA inh 4, BCLXL inh 2, MEX-5 binding -2.3, MCL1 BIM primary -3, Fam108B inh 0 and EBNA-1 inhibitor 2.
For CC12CN3CC(C)(CN(C1)C3c1ccc(Br)cc1O)C2 (stereo not drawn) the results were Yeast superoxide 89, ZTA DNA inh -1, Efflux pump inh -0.1, GLD-1 RNA inh -9, BCLXL inh 0, MEX-5 binding 1.6, MCL1 BIM primary 8, Fam108B inh -2 and EBNA-1 inhibitor -3.
For CCCCCOc1ccc(N2C(=O)CC(N(O)c3ccccc3)C2=O)cc1 (stereo not drawn) the results were Yeast superoxide 93, ZTA DNA inh -22, Efflux pump inh -0.1, GLD-1 RNA inh 3, BCLXL inh 7, MEX-5 binding 0.8, MCL1 BIM primary 0, Fam108B inh -2 and EBNA-1 inhibitor 4.
Cc1cc(C)nc(SCCC(=O)N2CCOCC2)n1 was read as Yeast superoxide 105, ZTA DNA inh -8, Efflux pump inh 0.1, GLD-1 RNA inh -9, BCLXL inh 5, MEX-5 binding -3.3, MCL1 BIM primary 3, Fam108B inh 6 and EBNA-1 inhibitor -8.
`O=C(Nc1ccc2c(c1)OCO2)C1CCN(Cc2cc3c(cc2O)OCO3)CC1` gave Yeast superoxide 98, ZTA DNA inh -15, Efflux pump inh 0.1, GLD-1 RNA inh -4, BCLXL inh 7, MEX-5 binding 0.7, MCL1 BIM primary 4, Fam108B inh -3 and EBNA-1 inhibitor -7.

High-throughput results from PubChem BioAssay.
